# Source: PubChem (Sanford-Burnham Center for Chemical Genomics)
# hIAP block: human IAP inhibitors, primary screen, biochemical, luminescence, uHTS | Intestinal-type alkaline phosphatase (Homo sapiens), P09923 | purified IAP, CDP-Star luminescence, 30 min | hit rate 0.12% among 330,000 | inhibition, % at 10 µM | AID 2544, 2010;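 active = inhibition reaching a set limit with compound at 10 µM in the primary screen, cut at about 35% in these data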;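 also: plate controls were DMSO wells with enzyme for no effect and no-enzyme buffer wells for full effect; values of inactives mirror those of a sister screen read the other way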
# Target sequence (P09923 whole entry, looked up): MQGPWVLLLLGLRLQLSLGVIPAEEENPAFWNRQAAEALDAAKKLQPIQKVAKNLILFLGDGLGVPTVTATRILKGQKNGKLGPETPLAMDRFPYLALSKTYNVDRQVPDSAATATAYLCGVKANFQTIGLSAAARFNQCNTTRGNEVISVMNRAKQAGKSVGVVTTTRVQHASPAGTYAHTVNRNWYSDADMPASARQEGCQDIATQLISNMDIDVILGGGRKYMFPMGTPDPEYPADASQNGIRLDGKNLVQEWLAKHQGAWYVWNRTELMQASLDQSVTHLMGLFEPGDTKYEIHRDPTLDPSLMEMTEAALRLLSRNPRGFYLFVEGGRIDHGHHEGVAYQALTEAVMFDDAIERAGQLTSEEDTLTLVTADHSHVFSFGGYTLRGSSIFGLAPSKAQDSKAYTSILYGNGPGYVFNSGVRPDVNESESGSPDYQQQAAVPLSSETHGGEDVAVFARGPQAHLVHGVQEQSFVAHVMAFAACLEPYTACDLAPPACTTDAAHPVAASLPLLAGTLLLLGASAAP
# hIAP act: human IAP activators, primary screen, biochemical, luminescence, uHTS. Intestinal-type alkaline phosphatase (Homo sapiens), P09923. purified human IAP, CDP-Star luminescence, 30 min; stronger effect = higher value; 1 = vehicle-only enzyme, 0 = enzyme-free background. activation factor at 10 µM. hit rate 0.16% among 330,000;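 active = activation factor of the enzyme at least 2-fold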; also: the source names both 10 and 20 µM as test concentration; values of inactives mirror those of a sister screen read the other way
# ATG4B inh: ATG4B protease inhibitors, primary screen, biochemical, fluorescence, uHTS. inhibition, % at 8.33 µM. hit rate 0.51% among 340,000. ATG4B cleavage of LC3-PLA2, NBD-HPC fluorescence, 1 h; in the data active = inhibition above about 40%
# Target sequence (Q9Y4P1 whole entry, looked up): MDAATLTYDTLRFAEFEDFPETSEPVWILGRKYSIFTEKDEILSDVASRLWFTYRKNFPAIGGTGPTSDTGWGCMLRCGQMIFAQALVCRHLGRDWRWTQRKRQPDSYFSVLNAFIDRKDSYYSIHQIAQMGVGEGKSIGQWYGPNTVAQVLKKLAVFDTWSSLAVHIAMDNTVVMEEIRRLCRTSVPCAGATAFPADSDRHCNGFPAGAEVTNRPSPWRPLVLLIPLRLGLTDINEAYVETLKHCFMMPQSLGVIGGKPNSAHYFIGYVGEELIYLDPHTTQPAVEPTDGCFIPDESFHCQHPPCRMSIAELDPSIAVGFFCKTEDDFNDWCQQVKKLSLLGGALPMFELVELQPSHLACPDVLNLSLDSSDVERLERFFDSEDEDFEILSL
# tim10-1 inh: growth inhibitors of tim10-1 mutant yeast, primary screen, luminescence, uHTS. S. cerevisiae tim10-1 ts strain growth, BacTiter-Glo, 24 h. inhibition, % at 20 µM. hit rate 2.2% among 330,000. AID 463190, 2010;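 active = inhibition of at least 40%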;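 also: mutant grown at 25 °C; 0% = DMSO wells with yeast and 100% = wells holding no yeast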
# mIAP act: activators of mouse IAP, primary screen, biochemical, luminescence, uHTS | intestinal alkaline phosphatase [Mus musculus] | muIAP, CDP-Star luminescence, 30 min; stronger effect = higher value; 1 = vehicle-only enzyme signal, 0 = enzyme-free wells | activation factor at 10 µM | hit rate 0.24% among 330,000 | AID 2805, 2010;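 active = activation factor of at least 2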; also: the source names both 10 and 20 µM as test concentration; values of inactives mirror those of a sister screen read the other way
#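 Assay system: mouse IAP enzyme / Compound: DMSO-dissolved test compounds / Timing: 30 min, room temperature / Measured by: luminescence from enzymatic CDP-Star hydrolysis / Control set: DMSO-only wells, enzyme-free buffer wells as negative control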
# Apaf1 inhib: inhibitors of human Apaf-1 apoptosome, primary screen, biochemical, DEVD-Rh110 fluorescence, uHTS. Apoptotic protease-activating factor 1 (Homo sapiens), O14727. reconstituted apoptosome caspase-3 activity. inhibition, % at 20 µM. hit rate 0.71% among 330,000; active = inhibition of at least 40% at 20 µM;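 also: plate controls were DMSO wells for no effect and DEVD-CHO caspase inhibitor wells for full effect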
#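 Assay system: Apoptosome proteins | Medium: pH 7.5 Hepes buffer with CHAPS, BSA, DTT | Also added: Cytochrome c and DEVD-Rh110 substrate | Times: 30 min plus 50 min, RT | Detection: Rhodamine 110 fluorescence at Ex 480/Em 540 nm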
# NLRP3 yeast inh: NALP3 inflammasome inhibitors in reconstituted yeast, primary screen, luminescence, uHTS. AID 2825, 2010. hit rate 0.39% among 330,000. inhibition, % at 10 µM. Yeast reconstituted NLRP3/ASC/caspase-1, beta-gal luminescence, 24 h;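 active = inhibition of 50% or more; inactive = inhibition below 50%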;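 also: plate controls were induced DMSO wells for no effect and uninduced yeast grown without galactose for full effect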
# TIM10 inh: growth inhibitors of isogenic TIM10 control yeast, primary screen, counter-screen for tim10-1 yeast inhibitor project, luminescence, uHTS; S. cerevisiae TIM10 strain growth, BacTiter-Glo luminescence, 24 h; inhibition, % at 10 µM; hit rate 1.4% among 330,000;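 active = inhibition of 40% or more at the single tested concentration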;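 also: wild-type TIM10 isogenic control strain grown at permissive 25 °C; 0% = DMSO yeast wells and 100% = minimal medium wells without yeast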
# mIAP block: inhibitors of mouse IAP, primary screen, biochemical, luminescence, uHTS; hit rate 0.2% among 330,000; inhibition, % at 10 µM; intestinal alkaline phosphatase [Mus musculus]; AID 2806, 2010; purified mouse IAP, CDP-Star luminescence, 30 min;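 active = inhibition of at least 40% at 10 µM in the primary screen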;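 also: plate controls were DMSO with enzyme for no effect and no enzyme wells for full effect; values of inactives mirror those of a sister screen read the other way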
# Active calls of the source: *; / = no result given.
SMILES,hIAP block,hIAP act,ATG4B inh,tim10-1 inh,mIAP act,Apaf1 inhib,NLRP3 yeast inh,TIM10 inh,mIAP block
COc1cc(S(=O)(=O)NC2CCSc3ccccc32)ccc1NC(C)=O (centres undefined),-13,1.1,-3,29,0.94,11,10,-1,6
COc1ccc(CN(C)CC(=O)NC(C)c2ccccc2)cc1OC (centres undefined),0,1,5,13,0.97,-13,7,-7,3
CO[C@@]1(NC(=O)Cc2cccs2)C(=O)N2C(C(=O)O)=C(COC(N)=O)CS[C@@H]21,-25,1.3,3,15,0.85,6,15,4,15
Cc1nn(-c2ccccc2)c(C)c1/C=N/NC(=O)c1cc(-c2cccs2)[nH]n1,6,0.94,-19,4,0.96,6,7,-12,4
CCOC(=O)c1sc2nc(CC(=O)OC)nc(NCC(=O)OC)c2c1C,12,0.88,-3,5,1,-5,16,9,-2
COc1ccc(/C=N/NC(=O)c2cccc(NC(=O)c3ccccc3Cl)c2)c(OC)c1,-4,1,-11,12,1.1,5,30,12,-8
Cn1c(=O)c2c(nc(SCCN3CCOCC3)n2Cc2ccccc2Cl)n(C)c1=O,10,0.9,-25,27,1,-8,-1,10,-4
Brc1ccc2c(c1)C(c1cccnc1)=NNC(c1cccs1)=N2,22,0.79,27,-69,0.86,8,25,-30,14
COc1cc(C2C(C(=O)c3ccc(C)o3)=C(O)C(=O)N2CCc2ccccc2)ccc1O (centres undefined),-9,1.1,-2,26,1.1,18,-6,22,-6
CC(=O)NC(=S)Nc1sc2c(c1C(N)=O)CCC(C)C2 (centres undefined),0,1,-10,32,0.85,17,30,22,15
Cn1cc(C(=O)OCC2CCN(CCNS(C)(=O)=O)CC2)c2ccccc21,12,0.88,-8,2,0.94,1,8,-3,6
Cc1ccc(S(=O)(=O)c2c(C)nn(C(C)(C)C)c2OC(=O)C(C)(C)C)cc1,-11,1.1,1,32,1.1,19,-1,8,-10
Cc1cc(C)cc(OCC(O)CN2C(=O)NC(C)(C)C2=O)c1 (centres undefined),-5,1.1,4,-20,1.1,-7,-6,-2,-5
O=C(CCN1C(=O)C2C3C=CC(C3)C2C1=O)NCCN1CCCc2ccccc21 (centres undefined),5,0.95,-4,3,1.1,-4,10,4,-10
CC1(c2ccccc2Cl)NC(=O)N(CC(=O)N2CCN(S(=O)(=O)c3ccccc3)CC2)C1=O (centres undefined),12,0.88,5,6,0.97,4,18,7,3
Cc1csc2nc(O)c(C(=O)NCCC3=CCCCC3)c(=O)n12,-5,1.1,-3,34,0.96,24,56*,35,4
CCN(CC(=O)NCc1cccs1)C(=O)c1ccc(-c2ccccc2F)o1,-5,1,-16,3,0.99,5,10,7,1
O=C(Nc1ccc(F)cc1)N1CCN2C(=O)c3ccccc3C12c1ccccc1 (centres undefined),-9,1.1,-8,18,1.2,15,12,-6,-20
Cc1ccc(/C=C/c2nc3sc(C(=O)O)c(C)c3c(=O)[nH]2)cc1[N+](=O)[O-],28,0.72,20,6,0.91,-19,-2,9,9
COc1ccc(S(=O)(=O)N(C)c2ccc(C(=O)N3CCCCC3)cc2)cc1,-4,1,-3,11,0.97,3,23,7,3
CCCCN(CCCNC(=O)C1CCCN(S(=O)(=O)CC)C1)Cc1ccccc1 (centres undefined),-6,1.1,-4,9,1.1,18,21,-8,-14
Cc1ccc(/C=C/C(=O)O)cc1S(=O)(=O)Nc1ccc(C(=O)O)cc1,6,0.94,-3,4,1.1,9,19,14,-9
Clc1cccc(Cl)c1Cn1c(-c2cccnc2Cl)nc2ccccc21,-2,1,6,37,0.94,6,2,-7,6
COc1cccc(C2N=C(c3ccccc3C)NO2)c1OC (centres undefined),-6,1.1,6,-12,0.96,10,18,15,4
COc1cccc(/C=C2/SC(=S)N(CC(=O)NNC(=O)c3ccccc3OC)C2=O)c1,-29,1.3,5,4,0.94,6,9,-12,6

# Taken from the listing for reference:
SMILES,hIAP block,hIAP act,ATG4B inh,tim10-1 inh,mIAP act,Apaf1 inhib,NLRP3 yeast inh,TIM10 inh,mIAP block
COc1cc(S(=O)(=O)NC2CCSc3ccccc32)ccc1NC(C)=O (centres undefined),-13,1.1,-3,29,0.94,11,10,-1,6
COc1ccc(CN(C)CC(=O)NC(C)c2ccccc2)cc1OC (centres undefined),0,1,5,13,0.97,-13,7,-7,3
CO[C@@]1(NC(=O)Cc2cccs2)C(=O)N2C(C(=O)O)=C(COC(N)=O)CS[C@@H]21,-25,1.3,3,15,0.85,6,15,4,15
Cc1nn(-c2ccccc2)c(C)c1/C=N/NC(=O)c1cc(-c2cccs2)[nH]n1,6,0.94,-19,4,0.96,6,7,-12,4
CCOC(=O)c1sc2nc(CC(=O)OC)nc(NCC(=O)OC)c2c1C,12,0.88,-3,5,1,-5,16,9,-2
COc1ccc(/C=N/NC(=O)c2cccc(NC(=O)c3ccccc3Cl)c2)c(OC)c1,-4,1,-11,12,1.1,5,30,12,-8
Cn1c(=O)c2c(nc(SCCN3CCOCC3)n2Cc2ccccc2Cl)n(C)c1=O,10,0.9,-25,27,1,-8,-1,10,-4
Brc1ccc2c(c1)C(c1cccnc1)=NNC(c1cccs1)=N2,22,0.79,27,-69,0.86,8,25,-30,14
COc1cc(C2C(C(=O)c3ccc(C)o3)=C(O)C(=O)N2CCc2ccccc2)ccc1O (centres undefined),-9,1.1,-2,26,1.1,18,-6,22,-6
CC(=O)NC(=S)Nc1sc2c(c1C(N)=O)CCC(C)C2 (centres undefined),0,1,-10,32,0.85,17,30,22,15
Cn1cc(C(=O)OCC2CCN(CCNS(C)(=O)=O)CC2)c2ccccc21,12,0.88,-8,2,0.94,1,8,-3,6
Cc1ccc(S(=O)(=O)c2c(C)nn(C(C)(C)C)c2OC(=O)C(C)(C)C)cc1,-11,1.1,1,32,1.1,19,-1,8,-10
Cc1cc(C)cc(OCC(O)CN2C(=O)NC(C)(C)C2=O)c1 (centres undefined),-5,1.1,4,-20,1.1,-7,-6,-2,-5

# Additional compounds
SMILES,hIAP block,hIAP act,ATG4B inh,tim10-1 inh,mIAP act,Apaf1 inhib,NLRP3 yeast inh,TIM10 inh,mIAP block
Cn1cccc1CC(=O)NNC(=O)Nc1cccc(Cl)c1,0,1,-4,5,0.93,-7,9,-5,7
CCOc1ccc(NC(=O)C(NC(=O)C2CCC(C)CC2)C(C)C)cc1 (centres undefined),-9,1.1,2,-2,0.94,-23,28,-2,6
O=C(O)Cc1ccc(NC(=O)c2ccc3c(c2)C(=O)N(Cc2ccco2)C3=O)cc1,2,0.98,5,-4,1,-6,13,0,-3
Cc1ccc(NC(=O)COC(=O)CCC2CCCC2)cc1S(=O)(=O)N1CCOCC1,9,0.91,-9,-6,1.2,17,-4,2,-24
CC(C)Cn1cc(C(=O)NCC2CCCO2)c2c3ccccc3n(C)c2c1=O (centres undefined),-8,1.1,5,14,1.1,2,16,-11,-7
COc1cc(CNn2c(C)n[nH]c2=S)cc(Br)c1OCC(=O)NC(C)(C)C,4,0.96,-3,13,0.86,0,22,1,14
CCCCN(C(=O)C1CCCC1)c1c(N)n(CCC)c(=O)[nH]c1=O,-2,1,-1,-23,0.97,-3,22,5,3
CC[C@]12c3[nH]c4ccc(OC)cc4c3CCN1C(=O)C(CC(=O)NCCN1CCOCC1)C[C@@H]2C(=O)N1CCN(C(=O)c2ccco2)CC1 (some centres undefined),/,/,/,3,1.2,12,/,-14,-9
C/C(=N\NC(=O)c1cccc(F)c1)c1cccc(NC(=O)c2ccc(F)cc2)c1,1,0.99,9,12,0.9,-4,7,-12,10
COc1cc(-c2cn(S(=O)(=O)c3cccc4nsnc34)nc2N)cc(OC)c1OC,5,0.95,-11,14,1,2,8,2,-3
N#CC(C(N)=O)=C1CCCCC1,-3,1,-1,10,1,-15,4,12,-1
Cc1ccc(S(=O)(=O)N2CCOCC2)cc1C(=O)NCc1ccccc1CN1CCCC1,5,0.95,-37,-5,1.1,1,13,-11,-15
O=[N+]([O-])c1cccc2cn[nH]c12,-13,1.1,5,-1,1.1,7,7,9,-14
COc1ccc(-c2c(NC(=O)CC(C)C)n(C)c3ccccc3c2=O)cc1OC,13,0.87,7,17,1,1,16,1,-4
COc1cc(NS(=O)(=O)c2ccc(N/C=C(\C#N)c3nc4ccccc4o3)cc2)nc(OC)n1,-42,1.4,-5,17,1,8,13,14,-1
COc1ccc(C(=O)CSc2nnc(-c3ccoc3C)n2CC2CCCO2)cc1 (centres undefined),-15,1.1,2,32,0.99,11,5,10,1
NS(=O)(=O)c1ccc(CCNC2CC(=O)N(CCc3ccccc3)C2=O)cc1 (centres undefined),5,0.95,10,5,0.96,-3,9,5,4
Cc1ccc(NC(=O)CCC(=O)OCC(=O)c2ccc(Oc3ccc([N+](=O)[O-])cc3)cc2)c(C)c1,8,0.92,-1,17,1,9,6,-14,-4
N=c1c(C(=O)NCCc2ccccc2)cc2c(=O)n3ccccc3nc2n1CCCN1CCOCC1,14,0.86,-17,-15,0.99,6,3,1,1
Cc1ccc(-c2nc(-c3cccnc3)sc2CC(=O)Nc2ccc3nc(C)sc3c2)cc1,-5,1,45*,18,0.98,5,16,23,2
Cn1ncc(Br)c1C(=O)NC1CCCC1,-12,1.1,-12,-1,1.1,16,2,-1,-7
CCc1nnc(NC(=O)C2CCC2)s1,7,0.93,-5,6,1,-2,-10,-4,-2
CCCNC(=O)c1ccc(CN2CCOCC2)cc1,2,0.98,-11,7,1,-9,-10,8,0
COc1ccc(NC(=O)C2CCCN(S(=O)(=O)c3ccc4c(c3)CC(C)N4C(C)=O)C2)cc1 (centres undefined),5,0.95,-5,1,1,13,20,14,-3
CCOC(=O)c1c(NC(=O)C2C3C=CC(C3)C2C(=O)O)sc2c1CCC(CC)C2 (centres undefined),6,0.94,9,25,0.94,19,11,3,6
O=c1[nH]c2cnccc2n1-c1ccccc1,15,0.85,-8,-9,1.2,6,6,-13,-17
CNC(=O)c1sccc1SCc1ccc(Cl)cc1Cl,7,0.93,-11,6,0.95,11,24,6,5
Cc1[nH]c(C(=O)O)c(C#N)c1C(=O)c1ccccc1,6,0.94,1,8,0.92,-3,4,6,8
CCOC(=O)N1CCN(C(=O)Cn2ncc3ccccc32)CC1,-4,1,-4,18,1,3,6,7,-2
